Pf Dd2 growth = qHTS Primary assay for Inhibitors of Plasmodium falciparum Dd2 growth in vitro; Potency, µM (highest dose often 28.9 µM), for the others: at the highest dose activity, negative = inhibition, usual class: inhibitors; P. falciparum Dd2 growth, SYBR Green, 72 h; AID 1347417, 2020; 120,000 tested, 4.3% active; active = well fitted inhibition curve with a large enough effect; inconclusive = small, poorly fitted or top-dose-only effect; inactive = no such curve, though single readings can be large or run the other way;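 note: plate controls were DMSO vehicle for no effect and reference drug for full effect; nearly all actives have a fitted effect of over 65% in size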
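Readout: SYBR Green fluorescence, 485 nm excitation, 535 nm emission, after ~16 h lysis at 37C. Before that, Dd2-infected red cells (2.5% hematocrit) grew 72 h with compound, 29 uM top final concentration.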
Active calls of the source: *; [ ] = remark or other dose. Potency is the fitted concentration of half-maximal effect. The list is partial, so the mix of outcomes need not match the whole.

CCOc1ccccc1C1NC(=O)N(CC(=O)NC2CCCCC2)C2=C1C(=O)OC2 (stereo not drawn) was read as Pf Dd2 growth inconclusive.
For Cc1nc(-c2ccccc2)sc1CCNC(=O)c1ccco1 the results were Pf Dd2 growth 6.4%.
`Cc1ccc(CNC(=O)C(=O)NCC(c2ccco2)S(=O)(=O)c2ccccc2)cc1` (stereo not drawn) gave Pf Dd2 growth inactive.
CNC(=O)[C@@H]1CN(C(=O)c2ccoc2C)C[C@H]1c1nc(C)no1 was read as Pf Dd2 growth inactive.
For Cc1ccc(CCNc2nc3c(S(=O)(=O)c4ccc(C)cc4)nnn3c3ccsc23)cc1 the results were Pf Dd2 growth inactive.
COc1cccc(CN(C(=O)COc2ccc(Cl)c(C)c2)C2CCS(=O)(=O)C2)c1 (stereo not drawn) was read as Pf Dd2 growth inconclusive.
Cc1noc(C)c1[S+](=O)([O-])N1CCC2(CC1)OCCN(Cc1ccccc1)C2=O was read as Pf Dd2 growth inactive.
For CC(C)CC(=O)N1CCC(Oc2ccccc2)C1 (stereo not drawn) the results were Pf Dd2 growth inactive.
`COC(=O)c1ccc2nc(C[C@@H]3C[C@@H](C(C)C)[C@H](CNCc4ccccc4F)C=C3C)[nH]c2c1` gave Pf Dd2 growth 4.47µM*.
Screening COc1cccc(CN2CCCN(Cc3ccncc3)C(c3ccccc3)CC(=O)NCC2)c1 (stereo not drawn) returned Pf Dd2 growth 1.41µM*.
`Fc1ccc(CN2CC(Oc3ccc4c(c3)OCO4)C2)cc1` gave Pf Dd2 growth -3.5%.
`CCc1ccc(-n2c(=O)c3sc4ccccc4c3n(CC(=O)N(CC)Cc3ccccc3)c2=O)cc1` gave Pf Dd2 growth 5.1%.
CC(C)(C)C(=O)N1CCC2(CC1)NCCc1c2[nH]c2ccccc12 was read as Pf Dd2 growth inconclusive.
CC(=O)N1CCN(C(=O)C2CCNCC2)C[C@@H]1C(=O)N[C@@H](CC1CCCCC1)C(N)=O was read as Pf Dd2 growth -5.8%.
CCOc1ccccc1CNC(=O)C1CCN(Cc2cc3ccccc3n2Cc2ccccc2)CC1 was read as Pf Dd2 growth inconclusive.
Screening Cc1ccc(-n2c(C3CCN(C(=O)c4ccc(F)c(F)c4)CC3)n[nH]c2=O)cc1 returned Pf Dd2 growth inconclusive.
`C#CCNC(=O)C1CCc2nnc(C3CCN([S+](=O)([O-])c4ccccc4)CC3)n21` (stereo not drawn) gave Pf Dd2 growth 10.2%.
For COc1cccc(C2CC(=O)N3CN(C4CCCCC4)CSC3=C2C#N)c1 (stereo not drawn) the results were Pf Dd2 growth -27.9%.
`Cc1ccc2oc(C(=O)N(Cc3cccc(F)c3)C3CCS(=O)(=O)C3)c(C)c2c1` (stereo not drawn) gave Pf Dd2 growth inconclusive.
Cc1cccc([S+](=O)([O-])N2CCC3(CC2)OCCN(c2cccnc2)C3=O)c1 was read as Pf Dd2 growth inactive.
Cc1ccc(-c2noc([C@@H]3Cc4nc[nH]c4CN3C(=O)COCC(=O)O)n2)cc1 was read as Pf Dd2 growth 11.3%[44.1 µM].
Screening COc1ccc(Cl)cc1NC(=O)c1cc(S(=O)(=O)N2CCC(C)CC2)cn1C returned Pf Dd2 growth 28.2%.
For Cc1cn2nc(C(=O)N3CCC(NC(=O)c4cccn4C)CC3)cc2c(=O)[nH]1 the results were Pf Dd2 growth 13.7%.
Screening CN(C)c1cccc(Oc2nnnn2[C@H]2CO[C@H]3[C@@H]2OC[C@@H]3NC(=O)Nc2ccc(Oc3ccccc3)cc2)c1 returned Pf Dd2 growth inconclusive.
For CC[C@@]1(O)CCN(C(=O)c2cnc(N3CCOCC3)nc2)C[C@H]1O the results were Pf Dd2 growth -14.2%.
For Cc1cc(C)cc(NC(=O)c2cc(S(=O)(=O)N3CCOCC3)cn2C)c1 the results were Pf Dd2 growth 14.7%.
CCc1nnc([C@@H]2CC(F)(F)CN2C(=O)COc2ccccc2)o1 was read as Pf Dd2 growth 20.6%.
For c1ccc(CCCN2CC[C@H](c3nc4ccccc4s3)C2)cc1 the results were Pf Dd2 growth inconclusive.
For CN1c2cc(C(=O)NCCCc3ccccc3)ccc2C(=O)N2CCCC21 (stereo not drawn) the results were Pf Dd2 growth inactive.
For CC(C)(C)n1nnnc1C1CC2(CCOCC2)C(=O)N1Cc1ccccc1 (stereo not drawn) the results were Pf Dd2 growth -20.1%.
For Cc1nc2c(c(-c3ccc(Cl)cc3)n1)CCN(C(=O)C(C)(C)C)CC2 the results were Pf Dd2 growth inactive.
For Cc1cc(=O)cc(C(=O)N2CCC(O)(CN3CCOCC3)C(C)(C)C2)o1 (stereo not drawn) the results were Pf Dd2 growth -17.6%.
`CNC(=O)Cn1cc(S(=O)(=O)Cc2ccccc2F)c2ccccc21` gave Pf Dd2 growth 96.2%[activator].
For Cc1ccc(-c2nc3scc(CCNS(=O)(=O)c4c(C)noc4C)n3n2)cc1 the results were Pf Dd2 growth 3.6%.
For Cc1ccc(CNC(=O)CC2CCCCN(C)C2=O)cc1 (stereo not drawn) the results were Pf Dd2 growth 10.8%.
`Cc1ccc(NC(=O)N2CCCC(c3noc(COc4ccccc4)n3)C2)c(C)c1` (stereo not drawn) gave Pf Dd2 growth inconclusive.
Screening COc1nc2ccccc2nc1CCC(=O)N[C@H]1COC[C@H]1Cc1cc(C)no1 returned Pf Dd2 growth inconclusive.
COc1ccc(NC(=O)CN2C(=O)NC3(CCS(=O)(=O)CC3)C2=O)c(OC)c1 was read as Pf Dd2 growth inactive.
COc1ccc(-c2ccc3nnc(CNC(=O)c4ccc(F)c(Cl)c4)n3n2)cc1 was read as Pf Dd2 growth inactive.
For CCOC(=O)C1CCCN(C(=O)Cn2ncc3c(C)n(Cc4ccccc4F)c(C)c3c2=O)C1 (stereo not drawn) the results were Pf Dd2 growth -5.7%.
Screening O=C(CCc1ccccc1)Nc1cccc(-c2nnc3n2CCCC3)c1 returned Pf Dd2 growth inconclusive.
Screening CC1(c2ccccc2)N(Cc2cccnc2)C(=O)OC12CCN(C(=O)c1ccc(F)cc1)CC2 (stereo not drawn) returned Pf Dd2 growth inconclusive.
`O=C(c1ccnc(-c2nnc3ccc(Nc4ccccc4)nn23)c1)N1CCCCC1` gave Pf Dd2 growth inconclusive.
Screening CCCOc1ccccc1Cn1c(=O)sc2ccccc21 returned Pf Dd2 growth -12.0%.
For O=C(NCc1cccnc1)c1nc(-c2ccc(Cl)nc2)c2cnccn12 the results were Pf Dd2 growth 0.4%.
CC(=O)Nc1ccc(CN2CCC3(CC2)CC(=O)Nc2ccccc2O3)cc1 was read as Pf Dd2 growth -22.7%.
`O=C(Nc1ccc2c(c1)OCCO2)N1CCN(C(=O)N2CC3CC(C2)[C@H]2CCCC(=O)N2C3)CC1` (stereo partly drawn) gave Pf Dd2 growth 0.2%.
Screening O=C(OCC1CCCO1)c1ccc2c(c1)N(Cc1cccc(Cl)c1)C(=O)c1ccccc1S2(=O)=O (stereo not drawn) returned Pf Dd2 growth inconclusive.
Screening COCCNC(=O)c1ccc2nc(Cc3ccccc3)oc2c1 returned Pf Dd2 growth 2.0%.
Screening C=CCN1C[C@@H]2CN(S(=O)(=O)c3cccnc3)C[C@]2(C(=O)O)C1 returned Pf Dd2 growth -10.4%.
Fc1ccccc1-c1cc2c(ccn2Cc2ccncc2)c(N2CCOCC2)n1 was read as Pf Dd2 growth -16.9%[44.1 µM].
`Cc1ccccc1CC1(CO)CCCN(c2ccc(-c3nccn3C)nn2)C1` (stereo not drawn) gave Pf Dd2 growth inconclusive.
O=C(c1cnccn1)N1CCN2C(=O)NC[C@H]2C1 was read as Pf Dd2 growth 23.2%[44.1 µM].
`Cc1cc(C)c(NC(=O)C(C)n2nc(C)c3sc4ccccc4c3c2=O)c(C)c1` (stereo not drawn) gave Pf Dd2 growth 17.5%.
`c1ccc(Cc2cc(C3CCN(Cc4cc5n(n4)CCNC5)CC3)n[nH]2)cc1` gave Pf Dd2 growth 0.7%.
c1cc2nnc(C3CCC3)n2nc1N1CCOCC1 was read as Pf Dd2 growth -24.9%.
Screening Cc1ccc(-n2c3c(c(=O)[nH]c2=O)C(NS(=O)(=O)c2ccc(C)cc2)(C(F)(F)F)C(=O)N3)cc1 (stereo not drawn) returned Pf Dd2 growth 22.2%.
O=C(Nc1cccc(Cl)c1)c1cc(S(=O)(=O)N2CCCc3ccccc32)ccc1F was read as Pf Dd2 growth inconclusive.
`COc1ccc(-c2cc(-c3nc(-c4cc(OC)c(OC)c(OC)c4)no3)[nH]n2)c(OC)c1` gave Pf Dd2 growth inconclusive.
For Cc1nc(C2CC(O)C2)cc(N2CCN(C(=O)c3cccs3)CC2)n1 (stereo not drawn) the results were Pf Dd2 growth -20.7%.
N#Cc1ccc(CNC(=O)[C@@H]2Cc3nc[nH]c3CN2Cc2cc3ccccc3o2)cc1 was read as Pf Dd2 growth inconclusive.
`CN(C)C[C@@H]1CN(C)C[C@H]1NS(=O)(=O)c1cccc(C(F)(F)F)c1` gave Pf Dd2 growth 3.55µM*.
O=S(=O)(c1ccc(-c2cnc(C3CC3)o2)cc1)N1CCN(c2ccccc2)CC1 was read as Pf Dd2 growth 13.2%.
`Cn1c2c(c3ccccc31)CN(C(=O)Nc1ccccc1)CC2` gave Pf Dd2 growth inactive.
COc1cc(NC(=O)Cn2cccc2-c2nc(-c3ccc(F)cc3)no2)cc(OC)c1 was read as Pf Dd2 growth inconclusive.
`O=C1[C@H]2CN(Cc3cc(F)ccc3F)C[C@H]2C(=O)N1Cc1ccc2c(c1)OCO2` gave Pf Dd2 growth inconclusive.
For O=C(NCc1ccco1)c1ccc2c(c1)N(Cc1ccc(Cl)cc1)C(=O)c1ccccc1S2=O (stereo not drawn) the results were Pf Dd2 growth inconclusive.
O=C(N[C@@H]1CN(C2CCSCC2)C[C@H]1CO)c1cccnc1 was read as Pf Dd2 growth 42.0%[activator].
CCC[C@H]1CN(C(=O)c2nc(-c3ccccc3)[nH]c2C)C[C@@H]1N was read as Pf Dd2 growth -5.9%.
For O=C(CCS(=O)(=O)c1cccc2nonc12)Nc1c(F)cccc1F the results were Pf Dd2 growth 11.2%.
Screening COCCNC(=O)[C@@H]1C[C@H](Oc2ccccc2)CN1C(=O)c1cc2ccccc2[nH]1 returned Pf Dd2 growth -29.7%.
For Cc1ccc(C(=O)NC[C@H]2O[C@@H](CC(=O)Nc3ccccc3)[C@H](O)[C@@H]2O)cc1 the results were Pf Dd2 growth 5.2%[44.1 µM].
COc1ccc(S(=O)(=O)Nc2ccc3oc4c(c3c2)C(=O)CC(C)(C)C4)cc1 was read as Pf Dd2 growth -4.9%.
For CCOc1ccc(NC(=O)N2CCC(CN3CCc4ccccc4C3)CC2)cc1 the results were Pf Dd2 growth inactive.
Screening Cn1ccnc1CN1C[C@@H]2C[C@H]1C(=O)N(CC1CC1)c1ccccc1O2 returned Pf Dd2 growth inconclusive.
`O=C(CCCc1ccccc1)N1CC(c2noc(COc3ccccc3)n2)C1` gave Pf Dd2 growth -8.4%.
Screening O=C(c1cccs1)N1CC[C@H]2COC(=O)N2c2cc(F)ccc2C1 returned Pf Dd2 growth -9.9%[44.1 µM].
C=CCCC(CN1CCOCC1)Oc1cc(C)nc(-c2ccccc2)n1 (stereo not drawn) was read as Pf Dd2 growth inconclusive.
For O=C(NC1CC(=O)N(Cc2ccccc2C(F)(F)F)C1)c1ccc[n+]([O-])c1 (stereo not drawn) the results were Pf Dd2 growth 7.2%.
For Cc1ccc(Cl)cc1N1CCN(C(=O)C2CCCN(Cc3nc(-c4cccc(Cl)c4)oc3C)C2)CC1 (stereo not drawn) the results were Pf Dd2 growth -4.0%.
CCn1ccc(C(=O)N2CCC3(CC2)CC(N(Cc2ccccc2)C2CC2)CCO3)n1 (stereo not drawn) was read as Pf Dd2 growth inactive.
`COc1cccc(CN2C(=O)C3(CCOCC3)CC2c2nnnn2C(C)(C)C)c1OC` (stereo not drawn) gave Pf Dd2 growth inactive.
For COc1ccc(C(=O)N2CCC(n3nccc3NC(=O)c3cccc(F)c3)CC2)cc1C the results were Pf Dd2 growth inconclusive.
O=C(NCCCO)C(=O)Nc1c2c(nn1-c1ccc(F)cc1)CSC2 was read as Pf Dd2 growth 7.8%.

Compounds above with an aryl methoxy group, in the order listed:
COc1cccc(CN(C(=O)COc2ccc(Cl)c(C)c2)C2CCS(=O)(=O)C2)c1 (stereo not drawn) was read as Pf Dd2 growth inconclusive.
Screening COc1cccc(CN2CCCN(Cc3ccncc3)C(c3ccccc3)CC(=O)NCC2)c1 (stereo not drawn) returned Pf Dd2 growth 1.41µM*.
For COc1cccc(C2CC(=O)N3CN(C4CCCCC4)CSC3=C2C#N)c1 (stereo not drawn) the results were Pf Dd2 growth -27.9%.
Screening COc1ccc(Cl)cc1NC(=O)c1cc(S(=O)(=O)N2CCC(C)CC2)cn1C returned Pf Dd2 growth 28.2%.
Screening COc1nc2ccccc2nc1CCC(=O)N[C@H]1COC[C@H]1Cc1cc(C)no1 returned Pf Dd2 growth inconclusive.
COc1ccc(NC(=O)CN2C(=O)NC3(CCS(=O)(=O)CC3)C2=O)c(OC)c1 was read as Pf Dd2 growth inactive.
COc1ccc(-c2ccc3nnc(CNC(=O)c4ccc(F)c(Cl)c4)n3n2)cc1 was read as Pf Dd2 growth inactive.
`COc1ccc(-c2cc(-c3nc(-c4cc(OC)c(OC)c(OC)c4)no3)[nH]n2)c(OC)c1` gave Pf Dd2 growth inconclusive.
COc1cc(NC(=O)Cn2cccc2-c2nc(-c3ccc(F)cc3)no2)cc(OC)c1 was read as Pf Dd2 growth inconclusive.
COc1ccc(S(=O)(=O)Nc2ccc3oc4c(c3c2)C(=O)CC(C)(C)C4)cc1 was read as Pf Dd2 growth -4.9%.
`COc1cccc(CN2C(=O)C3(CCOCC3)CC2c2nnnn2C(C)(C)C)c1OC` (stereo not drawn) gave Pf Dd2 growth inactive.
For COc1ccc(C(=O)N2CCC(n3nccc3NC(=O)c3cccc(F)c3)CC2)cc1C the results were Pf Dd2 growth inconclusive.

Bioassay records as filed in PubChem BioAssay.
